MazF activator = increases E. coli MazEF RNase cleavage of RNA; P0AE70; FAM/BHQ RNA-DNA oligo cleavage fluorescence, 5 h; activation, % at 20 µM; actives 0.32% (n = 350,000); in the data active = activation above about 50%
Target sequence (P0AE70 whole entry, looked up): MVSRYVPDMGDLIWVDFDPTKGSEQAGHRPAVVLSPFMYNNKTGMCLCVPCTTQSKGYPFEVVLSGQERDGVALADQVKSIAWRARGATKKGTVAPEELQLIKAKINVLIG
TcdB inh = inhibitors of Clostridioides difficile toxin B glycohydrolase; actives 0.24% (n = 350,000); P18177; inhibition, % at 9.99 µM; TcdB glycohydrolase enzymatic assay, plate reader; in the data active = inhibition above about 10%
Anthrax LF prot = anthrax lethal factor protease inhibition; P15917; multiplex microsphere protease cleavage assay, LF; inhibition, % at 10 µM; actives 0.12% (n = 360,000); AID 588501; in the data active = inhibition above about 30%; also: plate controls were buffer without enzyme for full effect and enzyme alone for no effect
PfHsp40 rescue = restores yeast growth despite PfHsp40 toxicity; actives 0.68% (n = 340,000); AID 504582; growth rescue, % at 12.5 µM; S. cerevisiae expressing PfHsp40, growth rescue, ATP luminescence; in the data active = growth rescue above about 28%, passing the limit was not always enough;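 also: yeast W303a lacking pdr1 and pdr3 grown in galactose medium; growth measured after three days at 30 °C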
Yp Topo-I inh = inhibitors of Yersinia pestis topoisomerase I. AID 504884. activity, % at 10 µM. Y. pestis Topo-I cleavage product accumulation, plate reader. actives 0.064% (n = 360,000); in the data active = activity above about 50%, passing the limit was not always enough; also: inactives centre near 2
BH1578 lux ind = induces V. cholerae light production without autoinducers | actives 0.16% (n = 350,000) | activation, % at 18.7 µM | V. cholerae BH1578 lux reporter, luminescence, 6 h | AID 588436; in the data active = activation mostly above about 9.7%, no sharp cut-off; also: not every result past the cut was called active; inactives centre near 0; reference of the scale not given here
3CLpro inhibitor = SARS-CoV 3CLpro protease inhibition; P0C6X7; recombinant SARS-CoV 3CLpro, quenched FRET peptide cleavage; inhibition, % at 6 µM; actives 0.14% (n = 290,000); in the data active = inhibition above about 12%
DUSP3 inh = inhibitors of human VHR1 phosphatase (DUSP3); actives 0.52% (n = 290,000); P51452; inhibition, % at 13.3 µM; recombinant VHR phosphatase, pNPP absorbance; in the data active = inhibition above about 50%; also: some compounds called inactive have numbers as strong as hits
Target sequence (P51452 whole entry, looked up): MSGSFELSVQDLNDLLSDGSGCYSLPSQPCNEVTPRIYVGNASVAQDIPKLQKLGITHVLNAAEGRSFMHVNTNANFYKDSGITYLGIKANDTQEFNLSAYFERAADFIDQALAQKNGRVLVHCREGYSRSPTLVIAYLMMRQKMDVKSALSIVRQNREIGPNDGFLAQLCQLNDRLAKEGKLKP
PriA SSB inh = K. pneumoniae PriA-SSBct interaction inhibition. inhibition, % at 33 µM. AID 1272365. AlphaScreen SSBct-PriA binding, biotinylated peptide. actives 0.6% (n = 430,000); in the data active = inhibition mostly above about 37%, no sharp cut-off; inactive = mostly below about 20%;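 also: plate controls were negative control peptide for no effect and reference peptide for full effect; strong numbers were not always called active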
Rv3671c inh = inhibits the M. tuberculosis serine protease Rv3671c | P9WHR9 | inhibition, % at 5.96 µM | actives 0.048% (n = 320,000) | AID 2606; in the data active = inhibition above about 38%;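 also: extracellular domain of Rv3671c used as enzyme; 0% = enzyme with DMSO and 100% = no enzyme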
Target sequence (P9WHR9 whole entry, looked up, the tested form may be a part): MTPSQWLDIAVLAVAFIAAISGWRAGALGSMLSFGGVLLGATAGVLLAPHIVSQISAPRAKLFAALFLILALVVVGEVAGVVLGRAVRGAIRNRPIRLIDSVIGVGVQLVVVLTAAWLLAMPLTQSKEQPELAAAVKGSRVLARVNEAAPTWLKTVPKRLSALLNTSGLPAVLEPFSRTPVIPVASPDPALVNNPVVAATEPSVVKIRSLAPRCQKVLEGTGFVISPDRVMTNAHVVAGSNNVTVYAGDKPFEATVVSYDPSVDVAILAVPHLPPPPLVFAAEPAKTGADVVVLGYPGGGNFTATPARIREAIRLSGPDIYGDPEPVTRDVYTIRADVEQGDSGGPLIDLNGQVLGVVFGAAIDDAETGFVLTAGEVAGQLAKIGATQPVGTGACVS
* = called active by the depositor; i = inactive; x = no result given; & = joins results of further samples. An excerpt, so the mix of outcomes need not match the whole.

SMILES	MazF activator	TcdB inh	Anthrax LF prot	PfHsp40 rescue	Yp Topo-I inh	BH1578 lux ind	3CLpro inhibitor	DUSP3 inh	PriA SSB inh	Rv3671c inh
Fc1ccccc1C(c1nnnn1Cc1ccc2c(c1)OCO2)N1CCN(Cc2ccccc2)CC1 (stereo unspecified)	9	x	-4	-0.1	20	x	1	-12	-3	2
CNC(=S)N(CCc1ccc(S(N)(=O)=O)cc1)C1CC(=O)N(c2ccccc2F)C1=O (stereo unspecified)	1	0.4	-5	0.9	-8	-0.2	5	15	-16	-3
Nc1nccc(-c2cc(-c3ccc(Cl)cc3Cl)no2)n1	-69	2.7	-11	-0.2	7	-0.7	2	10	3	-3
Cn1nnnc1SCC(=O)NC(=O)c1cccc([N+](=O)[O-])c1	8	0.1	-1	-0.1	1	-2.1	3	11	2	11
CCCCN(C(=O)C1COc2ccccc2O1)c1c(N)n(CCC)c(=O)[nH]c1=O (stereo unspecified)	3	0.5	-3	0.4	-15	-0.4	x	x	-4	-2
CSc1nc2ccc(NC(=O)c3cc4ccccc4o3)cc2s1	3	-0.9	-1	-0.3	2	0.0	-4	0	-10	2
CCOC(=O)c1sc(N)c(C(=O)Nc2ccccc2OC)c1C	2	0.1	-7	-1.3	-1	-0.3	1	11	-1	-1
COC(=O)c1c(-c2ccc(C)cc2)csc1NC(=S)NC(=O)c1cc(OC)cc(OC)c1	3	x	-1	-0.3	5	-0.5	3	-3	-4	-22
Cn1c(O)c(/C=C2\C=c3ccccc3=NC2=O)c(=O)n(C)c1=O	0	0.5	-2	-1.1	-6	-0.6	-4	13	x	x
Cc1cccc(/C=C2/Sc3ccc(C(=O)NCCN4CCCC4)cc3NC2=O)c1	-20	-0.2	-3	-0.6	-20	i	-1	25	8	-37
O=c1[nH]c(=S)n(C2CC2)c(O)c1C=NCc1cccnc1	-4	x	x	x	x	x	1	19	1	5
COc1cccc(-c2cnc3c(NC(C)=O)cc(-c4cccc(NC(C)=O)c4)cn23)c1	x	0.9	-7	x	42	-0.4	x	x	x	x
CCc1cc[n+](C(C(=S)Nc2cccc(C)c2)=C([O-])c2ccc(C)c([N+](=O)[O-])c2)cc1	4	1.4	5	0.8	-7	-1.0	x	x	-3	x
COC(=O)c1ccc(NC(=S)NC2CC(C)(C)NC(C)(C)C2)cc1	6	x	0	-1.0	-9	i	-1	-2	-9	-12
Cc1cccc(CNC(=O)C2CCC(=O)N(CCc3cccc(F)c3)C2)n1 (stereo unspecified)	6	0.2	3	0.6	6	i	-3	13	-3	x
CC(=O)N1C(O)CC(C)N1c1ccccc1 (stereo unspecified)	1	x	2	-0.3	8	-2.4	-2	0	8	1
CCN(CC)CCN1C(=O)C(O)=C(C(=O)c2ccc(C)o2)C1c1ccccn1 (stereo unspecified)	2	x	x	x	x	x	2	x	-9	5
CC(C)C1Oc2ccccc2N(CC(=O)N(Cc2ccccn2)CC2CCCO2)C1=O (stereo unspecified)	0	x	-2	-0.5	11	-0.3	3	2	-1	2
CCOc1cc(/C=C2\SC(=O)N(c3ccc(O)cc3)C2=O)ccc1O	-96	1.8	2	0.1	-1	-0.2	4	13	-2	3
Cc1ccc(N=C(N)N=C(N)N)c(C)c1	7	1.2	9	-0.6	-11	-0.6	3	9	-6	7
CC1(C(=O)NC2CCN(Cc3ccccc3)CC2)CCN1Cc1ccc2ccccc2c1 (stereo unspecified)	x	0.7	-6	x	24	-0.6	x	x	x	x
Cc1cccc(NC(=S)N/N=C/c2cccc(O)c2)c1C	0	0.0	0	-0.3	1	-0.1	3	2	x	7
Cc1ccn2c(=O)nc(SCC(=O)OCc3ccccc3)nc2c1	0	-1.7	-1	0.4	8	-0.3	x	x	-7	-12
Cn1c(=O)c2c(nc(CN3CCN(CCO)CC3)n2Cc2cccc3ccccc23)n(C)c1=O	-7	x	0	-0.6	-4	-0.4	0	8	0	0
COc1ccc(C(=O)ON=C(C)c2nccs2)cc1	x	-0.3	-5	x	1	-0.4	x	x	-8	x
O=C(c1ccc(F)cc1)C1CCN(C(=O)Nc2ccc(F)cc2)CC1	-1	x	-5	2.0	-4	i	-2	6	-14	5
S=c1nc(-c2ccc(Br)cc2)oc2c1CCCC2	-5	x	3	0.7	-2	-0.9	1	0	-6	-1
CCN1CCN(Cc2ccc(NC(=O)Nc3cccs3)cc2)CC1	1	x	-17	0.0	-5	x	0	31	7	9
O=C(NCCN1CCOCC1)c1ccc(/C=C2\Sc3ccccc3N(Cc3ccccc3F)C2=O)cc1	4	-0.4	-2	-0.9	0	i	5	-13	5	-34
Nc1c(Cl)ncnc1N1CCOCC1	3	x	-3	-1.3	-6	-0.4	5	31	2	-4
COc1ccc(-n2nc3c(c2NC(=O)COc2ccccc2F)CS(=O)(=O)C3)cc1	5	0.0	-3	0.5	6	i	-1	24	-5	-9
Cc1ccc(C(C)NC(=O)c2cc3ccccc3oc2=O)cc1C (stereo unspecified)	-5	-3.5	1	-1.2	2	0.2	4	19	-5	-5
Cc1nc(N2CCN(C)CC2)c2sc(=S)n(-c3ccccc3)c2n1	7	1.1	2	1.9	5	i	-2	16	-3	-2
Cc1ccc(NC(=O)C(=O)NCCOc2ccc(Cl)cc2)c(C)c1	-3	x	-2	1.9	16	i	4	-11	-17	-9
Cc1ccc(C)c(C(=O)CSc2n[nH]c(C)n2)c1	3	x	3	-0.1	1	-0.4	3	-12	-16	2
C=CCC(C#Cc1ccccc1)[N+](C)(C)CC=C (stereo unspecified)	7	x	4	1.6	7	-0.7	4	21	-6	1
CCOC(=O)C1(C)C=C(Nc2ccc(OC)cc2)C(=O)N1c1ccc(OC)cc1 (stereo unspecified)	17	x	1	-1.1	-7	i	4	15	-2	-4
Cc1nnc(NC(=O)CSc2ccc3nnc(-c4ccccn4)n3n2)s1	1	-0.1	-3	0.5	-9	i	-4	-17	0&-3	2
CN(C(=O)COC(=O)/C=C/c1cccc([N+](=O)[O-])c1)C1CCS(=O)(=O)C1 (stereo unspecified)	-2	1.5	0	-1.3	0	-0.1	1	-1	-8	-3
Cc1ccc(Cc2nc3ccccc3[nH]2)cc1	7	1.5	2	2.1	-4	-0.6	1	-3	8	x
CC(=O)Nc1ccc(Oc2cc(N)cc([N+](=O)[O-])c2)cc1	4	1.6	0	0.3	0	0.5	-3	3	3	-4
CCOc1ccc(C(=O)Nc2ccc(-c3cc4ccccc4oc3=O)c(C)c2)cc1[N+](=O)[O-]	-15	-0.3	-2	-0.3	3	-5.5	0	10	-5	-8
COc1ccc(C(=O)NC2CCN(C(=S)Nc3ccc(C)c(C)c3)CC2)cc1	-8	-0.4	-1	0.3	-8	i	-5	-8	-8	0
CCOC(=O)C1=CN(Cc2cccc(-c3ccc(F)cc3)c2)S(=O)(=O)N(C)C1C (stereo unspecified)	-4	0.3	-2	-1.6	28	-1.0	x	x	-7	x
COc1ccc(OC)c(NC(=O)NCCc2c[nH]c3ccccc23)c1	8	0.5	4	0.1	-3	0.5	0	2	9	x
COc1ccc(C(=O)CSc2nnc(CNC(=O)c3ccccc3)n2C)cc1	10	0.8	-3	-0.7	2	i	2	1	-28	1
CC(C)OCCCNS(=O)(=O)c1ccc2ccccc2c1	-3	x	-2	-0.6	11	-0.5	-3	-21	-1	4
CCC(C(=O)N1CCCCCC1)n1nc(C)n2c(cc3occc32)c1=O (stereo unspecified)	1	-7.6	x	-1.5	-6	-4.6	-8	8	-10	-9
C[C@@H]1CN([C@H](C)CO)C(=O)CCCn2nncc2CO[C@H]1CN(C)C(=O)Oc1ccc2ccccc2c1	0	3.3&-0.1	-7	x	10	0.2	x	x	x	x
CCOC(=O)N1CCC(NC(=O)c2cc(C(=O)Nc3cccc(C(F)(F)F)c3)ccc2CO)CC1	3	1.8	1	-0.6	1	-0.3	2	-2	0	-4
CCN(CC)S(=O)(=O)c1ccc2oc(C(=O)NCCCN3CCOCC3)c(C)c2c1	-7	x	-3	-1.6	11	0.9	-1	-4	11	0
O=C(NCc1ccc(F)c(F)c1)c1cccc2c(-c3cccnc3)coc12	x	1.4	-6	x	16	-0.4	x	x	x	x
COc1ccc(/C=C(\NC(=O)c2ccccc2)C(=O)NCCC(=O)O)cc1	6	0.6	-6	1.2	12	1.6	0	7	2	6
Cc1ccc(CN2CCN(CC(=O)NC(C)c3ccc4c(c3)OCCO4)C2=O)cc1 (stereo unspecified)	-5	3.8	-4	1.4	17	-0.3	-5	29	-26	10
CC(C)CNC(=O)C(=O)NCCC1CCCCN1S(=O)(=O)c1cccs1 (stereo unspecified)	4	2.3	0	0.4	0	i	x	x	4	3
Cc1onc(-c2ccccc2)c1C(=O)Nc1ccccc1C#N	10&-8	1.7&-0.2	-6&-4	1.0&-0.7	2&-5	-0.2&-0.5	-2	13	-9	11
CCOC(=O)C1=CN(Cc2cccc(Br)c2)S(=O)(=O)NC1C (stereo unspecified)	2	0.6	-4	0.1	-2	2.2	x	x	-5	x
CCn1c(CC(=O)Nc2ccc(F)cc2)nnc1SCC(=O)NC1CCCC1	-26	0.8	6	-0.5	-4	-0.6	3	36	-8	2
CCCCNC(=O)CC1N=C2c3ccccc3N=C(SCC(=O)Nc3cccc(C)c3)N2C1=O (stereo unspecified)	0	x	-3	0.1	-1	i	4	14	-10	-5
CCCCCOCC1CC(C/C(C)=N/NC(N)=S)C(=O)O1 (stereo unspecified)	4	-0.5	0	-0.7	2	-0.4	-7	-16	x	6

More entries
SMILES	MazF activator	TcdB inh	Anthrax LF prot	PfHsp40 rescue	Yp Topo-I inh	BH1578 lux ind	3CLpro inhibitor	DUSP3 inh	PriA SSB inh	Rv3671c inh
O=[N+]([O-])c1ccccc1OCCOCCOc1cccc2cccnc12	2	0.9	-2	-0.6	8	-0.2	3	2	-3	-6
COc1ccc(CS(=O)(=O)c2ncn[nH]2)cc1	2	0.8	-3	-0.7	4	i	-3	20	-3	-2
C[C@H](CO)N1C[C@H](C)[C@@H](CN(C)Cc2ccc(C(=O)O)cc2)Oc2c(NS(=O)(=O)c3cccs3)cccc2C1=O	3	-1.9&0.4	-4	-0.1	11	-6.7	x	x	1	2
CC1CCN(N=Nc2nc3c([nH]2)c(=O)n(C)c(=O)n3C)CC1	13	-5.3	-8	-1.5	-2	0.8	x	x	-16	x
CC1CN(C(=O)/C(=C/c2ccco2)NC(=O)c2ccccc2)CC(C)O1 (stereo unspecified)	4	0.2	-1	-0.4	6	-0.2	-3	30	-7	8
CCC(CO)Oc1cc(NC(=O)c2ccccc2[N+](=O)[O-])c2ncn(C(C)C)c2c1 (stereo unspecified)	9	1.6	-3	0.8	7	i	x	x	3	2
O=C(Nc1ccc(F)cc1)C(=O)c1c(O)[nH]c2ccc([N+](=O)[O-])cc12	-11	x	4	-1.3	-3	-7.9	-11	5	2	8
